hgDAF-12 ag: H. glycines DAF-12 receptor agonists, primary screen, cell-based, luminescence, HEK293, GAL4 fusion, UAS-luciferase | activation, % at 6.8 µM | HEK293 GAL4-hgDAF12 UAS-luciferase reporter, agonist luminescence; normalized to butyrate control | 1.8% of 370,000 active | Nuclear hormone receptor DAF-12 (Heterodera glycines), GAL4 fusion;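 active means activation above a cutoff set at the mean of all screened compounds plus 3 SD, cut at about 10% in these data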;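 further: 0% = DMSO wells and 100% = sodium butyrate wells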
GAA850 FXN act: FXN promoter activators, primary screen, cell-based, luciferase luminescence, HEK293 lucGAA850; AID 540364, 2011; activation, % at 6 µM; HEK293 lucGAA850 FXN promoter luciferase reporter, 24 h; percent of 10 µM SAHA response; 0.56% of 360,000 active;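 active means activation above the average of all compounds screened plus 3 SD, cutoff fixed separately per campaign, cut at about 7.5% in these data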;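 further: 0% = DMSO wells and 100% = 10 µM SAHA wells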
DAX1 inh-1: DAX1 (NR0B1) inhibitors, primary screen, cell-based, HEK293, Gal4-DAX1, luciferase luminescence | AID 504766, 2011 | HEK293 Gal4-DAX1 luciferase reporter | inhibition, % at 6.75 µM | Nuclear receptor subfamily 0 group B member 1 (Homo sapiens), P51843 | 0.99% of 340,000 active;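 active means inhibition above the mean over all tested compounds plus 3 SD, cut at about 4.2% in these data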;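 further: 0% = DAX1-transfected cells with DMSO and 100% = empty-vector control cells with DMSO; inhibition shows as a rise in luminescence from relieved DAX1 repression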
SMARCA2 act: SMARCA2 (BRM) function activators, primary screen, cell-based, luminescence, high throughput; MG213 cells, MMTV-luciferase reporter, dexamethasone, overnight; activation, % at 9.1 µM; 1% of 370,000 active; in the data active means activation above about 7.8%;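 further: 0% = vehicle wells and 100% = reference activator wells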
hcDAF12 agonist: H. contortus DAF-12 nuclear receptor activators, primary screen, cell-based, luminescence, HEK293, lit1-tk-luc reporter; HEK293 hcDAF-12 lit1-tk-luc reporter; 0% DMSO, 100% Δ7-dafachronic acid; activation, % at 6.8 µM; AID 652067, 2013; 1.4% of 370,000 active;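 active means activation above the mean of all tested compounds plus 3 SD, cut at about 5.5% in these data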;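 further: 100% = response to 3 µM Δ7-dafachronic acid high control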
GC-B act: human GC-B receptor activators, primary screen, HEK293 GC-B cells, cGMP TR-FRET, EC30 CNP; 0.11% of 370,000 active; 0% at EC30 CNP, 100% saturating CNP; activation, % at 10 µM;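 active means activation at 10 µM reaching about 35% in either raw or pattern-adjusted values, limit read from the data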
ssDAF-12 act: S. stercoralis DAF-12 nuclear receptor activators, primary screen, cell-based, luminescence, HEK293, GRIP1 co-expression, lit1-tk-luc | HEK293 ssDAF-12/GRIP1 lit1-tk-luc reporter; % of 3 µM dafachronic acid response | activation, % at 6.8 µM | 1% of 370,000 active | AID 652126, 2013;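 active means activation above the mean over all tested compounds plus 3 SD, cut at about 0.9% in these data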;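 further: 0% = DMSO-only wells and 100% = 3 µM delta7-dafachronic acid wells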
GC-A act: GC-A stimulated cGMP production enhancers – HEK293 GC-A cells, cGMP TR-FRET, EC30 ANP, primary screen. 0.14% of 370,000 active. Atrial natriuretic peptide receptor 1 (Homo sapiens), P16066. activation, % at 10 µM. 0% at EC30 ANP, 100% saturating ANP. AID 1671463, 2021; in the data active means activation above about 40%
Target sequence (P16066 whole entry, looked up): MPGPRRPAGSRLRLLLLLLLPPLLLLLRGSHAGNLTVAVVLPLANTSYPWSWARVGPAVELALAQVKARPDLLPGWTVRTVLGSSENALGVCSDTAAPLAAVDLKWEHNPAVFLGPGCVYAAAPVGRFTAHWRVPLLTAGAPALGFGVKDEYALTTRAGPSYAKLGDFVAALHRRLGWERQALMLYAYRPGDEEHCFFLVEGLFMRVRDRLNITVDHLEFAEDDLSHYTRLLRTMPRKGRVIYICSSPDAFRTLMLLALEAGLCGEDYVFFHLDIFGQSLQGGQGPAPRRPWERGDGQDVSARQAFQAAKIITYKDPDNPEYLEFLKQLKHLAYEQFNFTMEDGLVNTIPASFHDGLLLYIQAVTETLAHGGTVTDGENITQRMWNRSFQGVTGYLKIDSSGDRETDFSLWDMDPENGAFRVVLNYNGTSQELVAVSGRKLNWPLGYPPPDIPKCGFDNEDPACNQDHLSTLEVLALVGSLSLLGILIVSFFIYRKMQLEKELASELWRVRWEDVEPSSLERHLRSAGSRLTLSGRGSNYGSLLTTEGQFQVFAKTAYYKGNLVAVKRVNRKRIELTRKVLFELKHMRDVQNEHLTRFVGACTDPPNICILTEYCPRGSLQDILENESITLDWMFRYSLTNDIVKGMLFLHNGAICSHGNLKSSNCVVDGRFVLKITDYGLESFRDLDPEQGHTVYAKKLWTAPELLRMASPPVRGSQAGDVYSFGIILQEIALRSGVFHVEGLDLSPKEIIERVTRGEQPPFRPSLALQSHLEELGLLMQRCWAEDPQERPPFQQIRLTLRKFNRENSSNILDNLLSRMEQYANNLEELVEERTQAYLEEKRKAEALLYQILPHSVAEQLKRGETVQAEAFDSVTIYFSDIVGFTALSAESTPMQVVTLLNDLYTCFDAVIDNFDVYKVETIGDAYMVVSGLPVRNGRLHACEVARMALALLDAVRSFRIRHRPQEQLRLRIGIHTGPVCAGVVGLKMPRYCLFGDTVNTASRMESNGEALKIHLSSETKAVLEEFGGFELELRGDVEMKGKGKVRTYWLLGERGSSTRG
sPLA2-III inh: human group III sPLA2 inhibitors, primary screen, biochemical, QFRET, BODIPY PC-A2 liposome substrate. QFRET BODIPY PC-A2 liposome hydrolysis, fluorescence. inhibition, % at 12.2 µM. 0.56% of 370,000 active;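 active means inhibition above mean plus 3 SD of compounds lying within the high and low control bounds, cut at about 19% in these data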;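 further: 0% = median of test compound wells and 100% = no enzyme DMSO wells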
DAX1 inh-2: DAX1 (NR0B1) inhibitors on StAR promoter, primary screen, cell-based, luminescence, SF-1 (NR5A1), full-length DAX-1. HEK293T StAR-luciferase reporter, SF-1/DAX-1 repression relief. inhibition, % at 6.8 µM. 1.1% of 370,000 active. AID 652010, 2013;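 active means inhibition above the mean over all tested compounds plus 3 SD, cut at about 3.6% in these data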;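 further: 0% = DAX-1 cells with DMSO and 100% = cells lacking DAX-1 with DMSO; higher inhibition means more luminescence from relief of DAX-1 repression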
KLK7 zymogen act: proKLK7 zymogen activators, primary screen, biochemical, fluorescence intensity | Kallikrein-7 (Homo sapiens), P49862 | purified proKLK7, EDANS-DABCYL substrate fluorescence; 100% is mature enzyme control, 0% vehicle | activation, % at 7 µM | 0.9% of 370,000 active | AID 652039, 2013;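 active means activation above the mean of all tested compounds plus 3 SD, computed per campaign excluding outliers beyond control limits, cut at about 13% in these data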
Active calls of the source: *; x = not tested or not shown.

SMILES	hgDAF-12 ag	GAA850 FXN act	DAX1 inh-1	SMARCA2 act	hcDAF12 agonist	GC-B act	ssDAF-12 act	GC-A act	sPLA2-III inh	DAX1 inh-2	KLK7 zymogen act
COc1cc2c(C(=O)N3CCN(C)CC3)c(C)n(-c3ccccc3)c2cc1Br	-0.3	-2.0	2.2	0	-2.4	-18	-1.6	-27	-19	-0.2	0.3
CC(=O)c1c(C(C)=O)c(C)n(-c2nc(-c3cccs3)c(C)s2)c1C	-2.6	0.1	-0.2	0	0.2	1	-1.1	-2	3	0.5	0.3
CCc1nn(-c2ccccc2)c(N)c1-c1ccc(OC)c(OC)c1	-1.3	0.4	-0.3	1	-0.6	-3	-1.4	-7	0	-0.4	0.2
O=C1C=C(c2ccccc2)OC(c2ccccc2)O1 (stereo unspecified)	-0.9	1.9	-0.2	-3	-0.8	1	-1.0	4	3	-1.0	-1.0
O=C(CSc1nnc(CNC(=O)c2c(F)cccc2Cl)o1)Nc1ccc2c(c1)OCO2	1.1	-1.0	-0.6	-5	-0.8	0	-1.1	-3	2	-0.8	0.7
O=C(CSc1ccccn1)Nc1cccc(S(=O)(=O)N2CCCC2)c1	2.3	-0.2	1.4	-2	-0.7	8	-1.4	-2	-3	-0.8	0.7
CC(C)c1nc(NCC2CCCO2)c(C#N)c2c1COC(C)(C)C2 (stereo unspecified)	-4.5	3.8	-2.5	-4	-2.0	-5	-1.5	5	8	-0.7	1.9
Cc1ccc(Nc2c(F)c(F)c(F)c(F)c2C(=O)O)c(C)c1	-3.1	0.2	-1.0	1	-0.7	1	-0.4	-1	-6	0.4	0.7
Cc1ccccc1OCCNC(=O)/C=C/c1ccccc1	3.8	2.2	-0.9	-3	-1.6	4	-1.0	0	-8	0.7	0.2
COc1ccccc1C(=O)NCC(=O)NNC(=O)C1COc2ccccc2O1 (stereo unspecified)	-1.0	-0.1	-0.7	-1	-1.3	-1	-1.1	3	4	-0.4	0.4
Cc1ccc(NC(=O)C2CC(c3ccc(F)cc3)=NO2)cc1 (stereo unspecified)	-0.2	2.9	0.9	1	-0.5	3	-1.4	0	2	-0.2	0.1
Cc1nc(C)c(C(=O)C2=C(O)C(=O)N(CCN3CCOCC3)C2c2cccs2)s1 (stereo unspecified)	0.1	-1.0	-0.4	0	-0.1	3	-0.9	0	-1	-0.8	-0.3
C[C@@H]1CN([C@H](C)CO)C(=O)c2cc(-c3ccccc3)cnc2O[C@@H]1CN(C)C(=O)C1CCOCC1	-0.7	0.9	-0.3	3	-0.1	5	-1.4	0	5	0.3	0.1
COc1ccc(S(=O)(=O)N2CCOCC2)cc1NC(=O)COC(=O)C1COc2ccccc2O1 (stereo unspecified)	1.3	1.6	1.2	0	0.6	-10	-1.4	1	7	-0.6	-0.8
Cc1c(C)c2ccc(OCC(=O)N3CCC(C(=O)O)CC3)c(C)c2oc1=O	-0.5	0.4	0.5	0	1.5	0	-1.2	1	7	0.8	2.7
Cc1ccccc1NC(=O)C1CCCN(c2nnc(N3CCCC3=O)s2)C1 (stereo unspecified)	0.3	-2.3	2.1	0	2.2	4	-1.0	-2	1	0.3	1.2
O=C(Nc1ccc2nc(-c3ccccn3)[nH]c2c1)C1CCCCC1	8.8	1.7	0.8	4	4.0	9	-0.6	11	-12	0.6	-0.9
COc1ccc(C(=O)NNC(=O)c2cc3cc([N+](=O)[O-])ccc3oc2=O)cc1OC	0.3	-0.4	0.0	-2	2.0	-3	-1.8	1	-5	-0.4	0.4
Cc1ccc(Oc2ccc(NC(=O)Cn3ccsc3=N)cc2)cc1	2.2	0.4	0.5	1	-1.6	-2	-1.0	-2	0	-0.1	-0.1
C=CCN1C(=NC(=O)CC)SC2CS(=O)(=O)CC21 (stereo unspecified)	-2.0	-0.9	1.0	-3	-0.8	1	-1.9	-1	4	0.1	-0.2

Part of the list above with just sPLA2-III inh:
Compound | sPLA2-III inh
CC(=O)c1c(C(C)=O)c(C)n(-c2nc(-c3cccs3)c(C)s2)c1C | 3
CCc1nn(-c2ccccc2)c(N)c1-c1ccc(OC)c(OC)c1 | 0
O=C1C=C(c2ccccc2)OC(c2ccccc2)O1 (stereo unspecified) | 3
O=C(CSc1nnc(CNC(=O)c2c(F)cccc2Cl)o1)Nc1ccc2c(c1)OCO2 | 2
O=C(CSc1ccccn1)Nc1cccc(S(=O)(=O)N2CCCC2)c1 | -3

Full records from above. Screens in order: hgDAF-12 ag, GAA850 FXN act, DAX1 inh-1, SMARCA2 act, hcDAF12 agonist, GC-B act, ssDAF-12 act, GC-A act, sPLA2-III inh, DAX1 inh-2, KLK7 zymogen act
`Cc1c(C)c2ccc(OCC(=O)N3CCC(C(=O)O)CC3)c(C)c2oc1=O` is listed as -0.5, 0.4, 0.5, 0, 1.5, 0, -1.2, 1, 7, 0.8, 2.7
`C=CCN1C(=NC(=O)CC)SC2CS(=O)(=O)CC21` (stereo unspecified) is listed as -2.0, -0.9, 1.0, -3, -0.8, 1, -1.9, -1, 4, 0.1, -0.2
`Cc1ccc(Oc2ccc(NC(=O)Cn3ccsc3=N)cc2)cc1` is listed as 2.2, 0.4, 0.5, 1, -1.6, -2, -1.0, -2, 0, -0.1, -0.1

Next section.
SMILES	hgDAF-12 ag	GAA850 FXN act	DAX1 inh-1	SMARCA2 act	hcDAF12 agonist	GC-B act	ssDAF-12 act	GC-A act	sPLA2-III inh	DAX1 inh-2	KLK7 zymogen act
Nc1nonc1-c1nc2ccccc2n1Cc1ccc(F)cc1	-2.6	1.8	-0.3	-1	-0.8	6	-1.2	2	-2	-1.0	0.4
Fc1cnc(Cl)nc1N1CCN(c2ccccc2)CC1	-0.8	0.3	1.8	1	0.0	2	-0.1	0	0	-0.5	-0.4
Cc1ccc(C(=O)OCC(=O)NCc2ccc(Cl)cc2Cl)o1	0.1	0.0	0.9	2	-0.4	-2	-0.5	-2	5	0.2	-0.4
Cc1cccc(NC(=S)N(Cc2ccco2)C(C)c2cccs2)c1 (stereo unspecified)	2.5	2.4	0.9	-1	-1.6	-6	-0.9	-9	-2	0.0	-0.1
NC(=O)CC(NC(=O)Cc1ccc(Br)cc1)c1ccc(NCCN2CCCC2)c([N+](=O)[O-])c1 (stereo unspecified)	-0.2	1.7	0.1	-1	-0.8	4	-1.1	0	7	0.4	-0.5
COc1ccc(/C(=C\Nc2ccc(C)c(C)c2)C(C)=O)cc1OC	4.7	5.4	0.1	0	-0.9	6	-1.3	4	-25	0.2	0.5
CCCCCCCCN1C(=O)[C@@H](CC(=O)NCCCCc2ccccc2)C[C@@]2(C(=O)OC)C1=C[C@H](C1CCCC1)O[C@@H]2C	1.8	x	x	-1	-0.4	3	-0.4	-3	-3	0.3	0.1
CCCCOc1ccc(NC(=S)Nc2cc(C)nc(SCCCC)n2)cc1	0.4	-1.1	1.5	-5	2.0	7	-0.4	0	19	0.3	0.5
Cc1cc(N2CCOCC2)nc2ccc(Cl)cc12	3.3	5.5	1.7	6	2.5	3	-0.4	-4	5	1.0	-0.3
COc1ccccc1NC(=O)c1ccc(Br)o1	3.9	1.2	1.0	-2	2.1	1	-0.6	-2	0	0.4	-0.1
CCCCNC(=S)N1CCN(c2ccc(C(C)=O)cc2)CC1	3.8	0.7	-0.4	-1	-0.2	2	-1.7	1	8	-0.3	0.5
CCC(=O)NC(=S)Nc1ccc(N2CCN(C(=O)c3ccc(Cl)cc3)CC2)cc1	-3.9	-3.6	2.5	0	-1.9	4	-2.0	-4	-1	-0.8	0.1
Cc1ccc(C(=O)Nc2ncccc2C)o1	2.0	-0.1	0.3	-2	3.1	4	-0.8	-1	-6	-0.2	0.0
CC(=O)C1=CCC(c2ccccc2)N(S(=O)(=O)c2ccc(Cl)cc2)C1 (stereo unspecified)	-0.2	x	x	0	-1.4	-4	-1.4	-4	-8	-2.7	0.2
COc1cc2c(cc1NC(=S)Nc1cccc(C)c1)oc1ccccc12	2.5	5.8	-1.0	-2	-0.4	-3	-0.3	2	7	-0.6	-3.4
CN1CCN(c2ncnc3c2c(-c2ccccc2)cn3-c2ccc(F)cc2)CC1	0.3	-0.4	-0.1	2	-0.9	-30	-1.2	-57	-13	-2.1	0.9
CCOc1ccc(CCNC(=O)COC(=O)CCC(=O)c2cccs2)cc1OCC	1.0	0.4	0.6	4	0.8	-3	-0.3	0	-3	-5.0	0.0
COC(=O)c1sc(N)nc1CCNC(=O)OC(C)(C)C	-2.8	x	x	1	0.4	1	-0.6	2	7	-0.6	0.4
CN(Cc1cc(=O)n2ccsc2n1)Cc1nc2ccccc2c(=O)[nH]1	-0.6	0.6	0.1	-1	-1.5	-1	-1.3	1	3	0.0	0.2
COc1ccccc1NC(=O)c1cn(C)c(=O)c2cc(OC)c(OC)cc12	0.2	-0.9	-0.8	-1	0.7	13	-1.0	9	5	-1.1	-0.2
O=C(NC(=S)Nc1ccc(CN2CCOCC2)cc1)c1ccc(-c2ccc(Cl)cc2)o1	3.4	x	x	2	-0.9	-6	-0.9	2	-7	0.0	0.5
CC1Sc2ccc(S(=O)(=O)N3CCC(C(=O)NCc4ccco4)CC3)cc2NC1=O (stereo unspecified)	-2.7	0.2	1.9	-5	-0.6	2	-1.4	-2	-9	-1.4	-0.7
C/C(CC(=O)Nc1ccc2ccccc2c1)=N\NC(=O)c1cnccn1	5.0	2.1	-0.5	3	1.8	-4	0.1	2	-33	0.3	-0.9
Cc1ccc(Cl)cc1Nc1nc(-c2sc(NC(=O)c3ccco3)nc2C)cs1	-0.1	-8.9	-1.0	4	-1.6	1	-1.9	-5	0	0.0	-1.8
Cc1cc(C)nc(N/N=C/c2ccccc2OCc2ccc([N+](=O)[O-])cc2)n1	-1.0	3.6	0.7	-4	-2.4	0	-0.4	-4	9	0.8	0.0
Cn1cccc1C(=O)C(=O)Nc1ccccc1C(F)(F)F	4.1	2.8	4.4*	3	-0.3	-2	-1.3	-1	1	2.1	-0.3
COc1cccc(-c2c(NC(C)=O)n(C)c3ccccc3c2=O)c1	1.7	0.8	0.9	-1	-1.7	3	-0.5	2	6	-0.2	0.7
COc1cc(/C=N/N(C)c2ccccc2)ccc1O	17*	2.5	2.5	9.3*	7.5*	-4	0.5	-1	1	2.7	-0.2
Nc1ccn([C@@H]2O[C@H](CNCc3ccc(OCC(=O)Nc4nccs4)cc3)[C@@H](O)[C@H]2O)c(=O)n1	-0.4	-0.3	0.5	3	0.2	0	-0.9	5	1	1.3	-0.3

Screening results: PubChem BioAssay, several laboratories

This is a random part of the collection. Share with any hit: about 6.7%.
